AMA1-RON2 inh: qHTS for Inhibitors of AMA1-RON; Towards Development of Antimalarial Drug Lead: Primary Screen. Plasmodium falciparum AMA1 (3D7) - RON2 peptide interaction. AlphaScreen AMA1-biotinylated RON2 peptide binding. Potency, µM (doses to about 58.2 µM), for inactives: top-dose activity change, negative = inhibition, usual class: inhibitors. actives 0.2% (n = 360,000). AID 720542, 2013; active = well fitted inhibition curve with a large enough effect; inconclusive = small, poorly fitted or top-dose-only effect; inactive = no such curve, though single readings can be large or run the other way;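 also: potency is read from the fitted curve at half-maximal effect; 0% = vehicle wells and -100% = peptide control; nearly all actives have a fitted effect of over 45% in size; some results filed as inactive show a strong effect at the top dose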
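AMA1 (3D7) with his tag at 25 nM final met compounds first, then biotinylated RON2 peptide at 25 nM; detection used donor plus acceptor beads, 10 µg/mL apiece, read by AlphaScreen after 30 min at room temperature.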
HCMV inh: qHTS Assay for inhibitors of the human cytomegalovirus (HCMV) | HFF cells, HCMV-luciferase reporter, 72 h; active compounds read low | activity change, negative = inhibition, % at 57.5 µM | actives 4.5% (n = 410,000); in the data active = activity change below about -60%; inconclusive = no clear call, values can overlap the other calls; inactive = above about -39%
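Compounds were evaluated in HFFs infected with an HCMV luciferase reporter virus (MOI 1 PFU/cell). Luciferase in lysates collected 72 h post infection served as the replication measure.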
* marks the source's active call; other numbers are inactive results; u = inconclusive; [ ] = another dose, or the depositor's remark. Unless noted, % is scaled to controls: 0 for no effect and ±100 for the full control effect.

smiles	AMA1-RON2 inh	HCMV inh
COc1ccc(Cn2c(-c3ccccc3C)nc3c(c(=O)c4ccccc4n3C)c2=O)cc1	-0.5%	15.4
COc1cc(NS(=O)(=O)c2ccc(NC(=S)NC(C)=O)cc2)nc(OC)n1	7.8%	60.2
CCCS(=O)(=O)NC(=O)C1(C)CCCN(C(=O)c2cc(F)cc(F)c2)C1 (stereo not given)	-5.2%	-9.9
CSc1ncc(Sc2ccccc2)c(C(=O)O)n1	-14.2%	24.3
CCOC(=O)C1=CCN(S(=O)(=O)c2ccccc2Br)C1c1cccc(F)c1 (stereo not given)	-1.8%	u
CCCCCCN1C[C@H](n2cc(-c3ccc(F)cc3)nn2)[C@@H](O)C[C@@H]1c1ccc(OC)cc1	-3.8%	-8.1
CC(=O)N(CCc1ccccc1)c1ccc2c(c1)C1CC2CCN1C(=O)OCc1ccccc1 (stereo not given)	-14.6%	u
Cc1ccc(CNC(=O)Nc2nnc([C@@H]3C[C@H](O)[C@@H](CO)O3)s2)cc1	-2.6%	0.0
CCC(C(=O)NC1CCCC1)n1c2ccccc2c2nc(=O)cc(C)n21 (stereo not given)	-7.4%	-0.3
O=C(c1ccc(Br)cc1)N1CCN(c2ccccn2)CC1	-8.3%	6.3
CC1(C(=O)NS(=O)(=O)c2ccccc2)CCN1C(=O)Cc1cccc2ccccc12 (stereo not given)	-1.1%	-10.9
COc1ccc(S(=O)(=O)NC(=O)C2(C)CCN2C(=O)C2CC2)cc1 (stereo not given)	-5.6%	16.6

smiles	AMA1-RON2 inh	HCMV inh
C[C@H](CO)N1C[C@H](C)[C@H](CN(C)C(=O)Oc2ccccc2)OCc2cnnn2CCCC1=O	-5.3%	9.5
Cc1nc(NC(=O)C(C)(C)C)sc1-c1nc(N)sc1-n1cc(-c2ccccc2)nn1	-2.5%	1.1
CCOc1cc(C(=O)N2CCC(CC3CC(c4ccccc4)=NO3)(C(=O)NCc3ccc(OC)cc3)CC2)cc(OCC)c1OCC (stereo not given)	-7.5%	12.4
CCOC(=O)C1(C)CCN1C(=O)c1cccc(OC(F)(F)F)c1 (stereo not given)	10.7%	67.8
CC12CCC3C(CCC4(O)CC(O)CCC34C=NO)C1(O)CCC2C1=COC(=O)C1 (stereo not given)	7.2%	-98.0*
O=C(c1cccnc1)N(Cc1ccccc1)C(c1ccccc1)c1nc2ccccc2[nH]1 (stereo not given)	-1.8%	10.3
COc1ccc(NC(=O)C2Cc3c(-c4ccccc4Oc4ccccc4)ccnc3O2)cc1 (stereo not given)	-13.9%	-19.3
O=C1CCCCCCC(=O)[C@H](O)C[C@H](c2ccccc2)O1	-5.8%	8.4
O=C1NC[C@H](Cc2ccccc2)N(C[C@H]2CCCN2C[C@H](Cc2ccc(O)cc2)N2C[C@H](Cc3ccc(O)cc3)N(CC3CCCCCC3)C(=O)C2=O)C1=O	-5.6%	u
CC(C)c1ccc(NC(=O)C2(C)Cc3c(-c4cccc(C(N)=O)c4)ccnc3O2)cc1 (stereo not given)	-3.6%	17.6
COC(=O)c1cc(C)c(C)cc1NC1OC(CO)C(O)C1O (stereo not given)	-13.7%	20.3
C#CCNC(=O)C1=C[C@H](C(C)(C)C)C[C@H](OCCCCO)O1	32.6%[activator]	-9.6

smiles	AMA1-RON2 inh	HCMV inh
CCOC(=O)[C@]12CCCC=C1N(CCC1=CCCCC1)C(=O)[C@H](CC(=O)N1CCCCC1)C2	-19.3%	-31.8
Nc1c(Br)cc(Br)c2c1C(=O)c1c(cccc1S(=O)(=O)O)C2=O	u	-22.6
CSc1nnnc2ccccc12	-15.9%	-0.5
O=c1c2cc([N+](=O)[O-])ccc2sn1-c1ccccc1	45.7%[activator]	31.0
Cc1ccc(S(=O)(=O)NCc2ccccc2)cc1C(=O)NCC(=O)Nc1c(C)cccc1C	-5.9%	u
Cc1noc(C)c1-c1ccc(C(=O)NCc2cccc(Cl)c2)c2occc12	8.1%	102.0
CC(=O)NC(C)(c1ccccc1)c1nc(-c2cccc(F)c2)cs1 (stereo not given)	4.5%	-22.3
Cc1ccc(S(=O)(=O)N2CCOCC2)cc1C(=O)Nc1cc(S(=O)(=O)N2CCCCC2)ccc1O	-10.9%[11.6 µM]	u
CC(C)C[C@H]1CNC(=O)C(=O)N1CC1CCN(CC2CCC(C)CC2)CC1 (stereo not given in full)	16.7%	-2.8
OCC1(CO)CC2(C1)CC(CO)(CO)C2	21.3%	-0.8
CC(=O)N1CCN(S(=O)(=O)c2cccc(C(=O)NC3CCCC(C)C3C)c2)CC1 (stereo not given)	2.2%	25.2
O=C1NC(Cc2ccccc2)c2nc3cc(F)c(F)cc3c(=O)n2-c2cc3ccccc3cc21 (stereo not given)	-6.2%	20.3

smiles	AMA1-RON2 inh	HCMV inh
O=C(COC(=O)c1ccccc1Cl)Nc1cccc(S(=O)(=O)N2CCCCC2)c1	-7.0%	5.8
Cc1cc(Br)c(NC(=O)CN2C(=O)NC3(CCOc4ccccc43)C2=O)c(Br)c1 (stereo not given)	-5.2%	-26.9
O=C(c1ccc(-c2ccccc2)cc1)N1CCC2CC1c1cc(-c3ccc4c(c3)OCO4)ccc12 (stereo not given)	-13.3%	-6.7
CC1=C(C(=O)N(C)C)CC(CC(=O)NCCN2CCOCC2)C(=O)N1Cc1ccccc1 (stereo not given)	-2.3%	-9.9
COc1ccc(-c2cc3c(c4c2ccn4C)C2CCC3O2)cc1OC (stereo not given)	u	-19.8
O=C(Nc1cccc(Cl)c1)c1csc([C@H]2C[C@H](O)[C@@H](CO)O2)n1	-4.8%	82.1
CC(C)(C)c1ccc(/C=C(\C#N)C(=O)NC2CC2)cc1	-5.9%	59.0
CC(C)C[C@H]1CN([C@@H](CC(C)C)CN2CCC[C@H]2CN2C(=O)C(=O)NC[C@@H]2Cc2ccc(O)cc2)C(=O)C(=O)N1CCc1ccccc1	-4.4%	-10.1
Cc1cccc(C)c1NC(=O)C1C(c2ccc3c(c2)OCO3)=Nc2ccccc2N1C(=O)c1cccc2ccccc12 (stereo not given)	-6.4%	-21.2
CCCCN1C(=O)C(CC(=O)NC(c2ccccc2)c2ccccc2)CC(C(=O)N2CCOCC2)=C1C (stereo not given)	15.5%	18.5
CCCNC(=O)C1(C)CCCN(Cc2ccc(C#N)cc2)C1 (stereo not given)	-0.2%	-2.6
CN(C)CCNC(=O)c1cccc(-c2cnc3c(NC=O)cc(-c4ccc(S(C)(=O)=O)cc4)cn23)c1	13.0%	-65.8*

smiles	AMA1-RON2 inh	HCMV inh
Fc1ccc(-c2ccc3c(c2)C2CC3CCN2)cc1 (stereo not given)	-2.0%	-12.3
COC(=O)CCCC[C@@H]1O[C@H](CCc2ccccc2)Cc2[nH]c(=S)[nH]c(=O)c21	110.4%[activator]	2.0
CCCCCCCCN1C(=O)[C@H](CC(=O)NCCCN2CCCC2=O)C[C@@]2(C(=O)OCC)CCCC=C12	-0.1%	4.6
CCCCSc1n[nH]c(=S)c2nc[nH]c12	107.7%[activator]	-29.9
COC(=O)C1=C(c2cccc(OC)c2OC)C[C@@H]2CC[C@H]1N2C(=O)NCc1ccc(F)cc1	10.1%	7.0
O=[S@]1Oc2ccccc2-c2ccccc21	-12.4%	-31.3
O=C(NC1CCCCC1)[C@@H]1CC=C[C@@H]2CCN(C3CCCCC3)C(=O)[C@@H]21	7.8%	3.1
CC(=O)c1ccc(Nc2nc(C(N)COCc3ccccc3)cs2)cc1 (stereo not given)	54.0%[activator]	19.3
c1ccc(COc2cccc(-c3cc4nc(NCCOc5ccccc5)ccn4n3)c2)cc1	-1.0%	22.7
O=C(OC1CC2CC1[C@H]1CCCCN1C2=O)N1CCN(c2ccccc2)CC1 (stereo not given in full)	-4.1%	9.1
CCOC(=O)c1nn(C)c(=S)n(C)c1=O	-1.1%	-22.9
O=[N+]([O-])c1ccccc1S(=O)c1ccccc1[N+](=O)[O-]	-2.6%	1.0

Below each SMILES: AMA1-RON2 inh, HCMV inh
OC(c1ccc(Cl)cc1)c1ncc(-c2ccccc2F)[nH]1 (stereo not given)
  -4.6%, 26.6
Cc1ccc(-c2ccc(CN3C(C(C)C)C(=O)N(Cc4cn(CCC5OCCO5)nn4)CCS3(=O)=O)cc2)cc1 (stereo not given)
  -1.5%, 1.5
O=C(Nc1ccccc1)c1cc(C2CCCN(C(=O)C3CC3)C2)on1 (stereo not given)
  8.1%, -23.1
CC1(C(=O)Nc2ccccc2Cc2ccccc2)CCN1Cc1ccccc1Cl (stereo not given)
  11.0%, -19.4
OCc1ccc(-c2cncc3nccn23)cc1
  3.2%, 41.4
CN(C(=O)CN1CCN(c2cc(-c3cccc4oc5ccccc5c34)ncn2)CC1)c1ccccc1
  -5.3%, 32.0
COc1ccc(Cc2c(-c3cccc(Cl)c3)nc3c(C)cc(Br)cn23)c(C)c1
  9.8%, u
O=C(CSc1ncccn1)NCC1CCCO1 (stereo not given)
  -7.7%, 15.2
COc1ccccc1-c1n[nH]nc1C1=CC(=O)C[C@H](c2ccc(F)cc2)C1
  26.0%, -14.2
CN(C)CCN1CCN(C2CN(Cc3cn(Cc4ccc(Cl)cc4)nn3)S(=O)(=O)C2)CC1 (stereo not given)
  8.7%, -17.4

Below each SMILES: AMA1-RON2 inh, HCMV inh
CC1(c2nnnn2-c2ccc3c(c2)OCCO3)CCC(=O)N1Cc1cccc(C(F)(F)F)c1 (stereo not given)
  -7.0%, -8.4
CC1(C(=O)NCc2cccc3ccccc23)CCN1Cc1cccc2c1OCO2 (stereo not given)
  -22.4%, 15.5
CC1(c2nnc(Cc3ccccc3)o2)CC(c2ccccc2)=NO1 (stereo not given)
  20.3%, -1.8
O=C(O)c1ccccc1NCc1cccnc1
  12.4%, 24.8
Cc1ccc(S(=O)(=O)NC(=O)C2(C)CCN2C(=O)C2CCCCC2)nc1 (stereo not given)
  56.1%[activator], -6.5
CC(C)C[C@H]1COc2cc(N(C)CCO)ccc2S(=O)(=O)N1
  -0.7%, u
CC(=O)O[C@H]1C[C@@H]2OC3C=C(C)CCC3(C)[C@@]1(C)[C@@]21CO1 (stereo not given in full)
  8.9%, -98.2*
O=C(CN1C(=O)C2CC=CCC2C1=O)Nc1ccc(F)c(Cl)c1 (stereo not given)
  3.6%, 1.0
CC(=NNC1=NCCN1)c1cn(C2=NCCN2)nc1C
  41.0%[activator], -36.6
C=CCNc1nc2cc(-c3cccc(NC(C)=O)c3)sc2c(=O)n1C
  3.8%, 19.1

Below each SMILES: AMA1-RON2 inh, HCMV inh
O=S1(=O)N=C(c2ccccc2)c2ccccc21
  -0.9%, 6.0
O=c1[nH]cc(CCc2ccccc2)c(=O)[nH]1
  -7.2%, 20.5
O=C(COC(=O)C1CCN(S(=O)(=O)c2ccc(Cl)c(C(F)(F)F)c2)CC1)NCC1CCCO1 (stereo not given)
  -11.7%, 1.7
Nc1[nH]c(C(=O)c2ccccc2)c(-c2ccccc2Br)c1C(=O)NCc1ccc(-c2ccccc2)cc1
  39.5%[activator], -27.7
O=C(CC1Sc2ccccc2NC1=O)NNc1ccc(Cl)cc1Cl (stereo not given)
  12.5%, -9.2
COc1ccc(N2CCN(c3cncc(C)n3)CC2)cc1
  3.6%, u
COC(=O)c1ccc2nc(-c3ccc(C)cc3)c(Cc3ccc(OC)cc3C)n2c1
  2.7%, 39.2
COC(=O)c1ccc(NCc2cc(O)ccc2O)cc1O
  -19.4%, -6.5
Cc1ccc(Cc2c(C3CCCCC3)nc3c4ccccc4ccn23)cc1
  -13.1%, -30.1
Cc1nc2c(nc1C)C(=O)c1ccccc1C2=O
  7.3%, u

Exported field by field: entries from further up.
> O=c1[nH]cc(CCc2ccccc2)c(=O)[nH]1
  AMA1-RON2 inh = -7.2%	HCMV inh = 20.5
> Cc1ccc(Cc2c(C3CCCCC3)nc3c4ccccc4ccn23)cc1
  AMA1-RON2 inh = -13.1%	HCMV inh = -30.1

The list goes on:
Below each SMILES: AMA1-RON2 inh, HCMV inh
CCN(CC)CCn1c2ccccc2c(=O)c2c(O)ccc(O)c21
  u, 3.7
CC(=O)NC1CC2CCCC(C1)N2C(=O)Nc1c(C)cccc1C (stereo not given)
  0.4%, -18.5
COC(=O)C[C@H]1c2cc(C(F)(F)F)ccc2S(=O)(=O)N1C1CCCC1
  -23.4%, -24.6
CC(=O)NC12CC3CC(C1)CC(C(=O)Nc1cccc(S(=O)(=O)N4CCCCCC4)c1)(C3)C2
  -2.5%[11.6 µM], -7.0
O=S1(=O)C=C[C@@H](CO)N1Cc1ccc(Br)cc1
  13.6%, -21.1
COc1ccccc1-c1noc2c1C(=O)N(Cc1cn(Cc3ccccc3)nn1)CC2
  -9.9%, -10.4
O=c1ccsc2ccccc12
  -22.0%, 59.3

4 consecutive entries from above, quoted:
Below each SMILES: AMA1-RON2 inh, HCMV inh
CC(=O)NC12CC3CC(C1)CC(C(=O)Nc1cccc(S(=O)(=O)N4CCCCCC4)c1)(C3)C2
  -2.5%[11.6 µM], -7.0
O=S1(=O)C=C[C@@H](CO)N1Cc1ccc(Br)cc1
  13.6%, -21.1
COc1ccccc1-c1noc2c1C(=O)N(Cc1cn(Cc3ccccc3)nn1)CC2
  -9.9%, -10.4
O=c1ccsc2ccccc12
  -22.0%, 59.3

High-throughput results: PubChem BioAssay, National Center for Advancing Translational Sciences (NCATS)

The list is partial. The share of hits here may be higher or lower than overall.
